# Screening data deposited in PubChem by several laboratories.
# NCOA3 inh – SRC3 coactivator transcriptional activity inhibitors, primary screen, cell-based, luminescence. 360,000 tested, 0.17% active. inhibition, % at 3.6 µM. HEK293 GAL4-SRC3 luciferase reporter. Nuclear receptor coactivator 3 (Homo sapiens), Q9Y6Q9. AID 588352, 2011;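 active = inhibition above a per-campaign cutoff, the mean of all compounds plus 3 SD, cut at about 60% in these data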;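 also: 0% = DMSO-treated cells and 100% = gossypol-treated cells at 36 µM; higher means less SRC3-driven luciferase light from the GAL4 reporter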
# Vif imaging – HIV Vif self-association inhibitors, primary screen, imaging, HEK293T, single point; HEK293T cells, Vif self-association by quenched fluorescence, 24 h; AID 602346, 2012; inhibition, % at 7.49 µM; 340,000 tested, 0.35% active; in the data active = inhibition above about 50%, passing the limit was not always enough; also: some results filed as inactive read as strong as hits
# NOD2-RIPK2 inh – NOD2-RIPK2 binding disruptors in cells, primary screen, fluorescence, CHO cells, BLA complementation; Receptor-interacting serine/threonine-protein kinase 2 (Homo sapiens), O43353; CCF4 ratio; inhibition, % at 4.98 µM; 360,000 tested, 0.38% active; in the data active = inhibition above about 21%;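 also: 0% = vehicle only and 100% = reference blocker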
# Target sequence (O43353 whole entry, looked up): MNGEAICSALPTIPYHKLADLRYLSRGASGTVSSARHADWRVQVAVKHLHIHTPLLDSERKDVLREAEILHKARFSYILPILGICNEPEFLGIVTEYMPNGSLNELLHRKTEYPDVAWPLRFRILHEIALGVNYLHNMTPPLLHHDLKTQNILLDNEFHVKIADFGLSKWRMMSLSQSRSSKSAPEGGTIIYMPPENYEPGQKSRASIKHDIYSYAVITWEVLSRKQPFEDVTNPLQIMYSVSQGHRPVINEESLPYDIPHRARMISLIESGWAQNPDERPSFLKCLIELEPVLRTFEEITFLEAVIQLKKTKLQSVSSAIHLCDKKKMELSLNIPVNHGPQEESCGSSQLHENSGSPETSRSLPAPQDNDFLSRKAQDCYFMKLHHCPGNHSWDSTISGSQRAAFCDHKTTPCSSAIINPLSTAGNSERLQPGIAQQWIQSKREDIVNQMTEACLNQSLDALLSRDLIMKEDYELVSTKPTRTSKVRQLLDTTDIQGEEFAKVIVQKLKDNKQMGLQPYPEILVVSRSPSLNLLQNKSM
# EBV LMP1 NFkB – EBV LMP1-driven NF-kappaB luciferase reporter inhibitors, primary screen, cell-based, luminescence, single point; LMP1-induced NF-kappaB luciferase reporter cells; inhibition, % at 12.5 µM; 350,000 tested, 0.69% active; in the data active = inhibition above about 41%;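 also: 0% = neutral control wells and 100% = reference inhibitor control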
# TLR9-MyD88 inh – inhibitors of TLR9-MyD88 association in cells, primary screen, cell-based, CHO, BLA complementation, fluorescence; Toll-like receptor 9 (Homo sapiens) + Myeloid differentiation primary response protein …; CCF4 FRET ratio; inhibition, % at 4.98 µM; 340,000 tested, 0.21% active; AID 504734, 2011;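 active = inhibition above the mean over all tested compounds plus 3 SD, cut at about 21% in these data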;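 also: 0% = DMSO only wells and 100% = clavulanate BLA inhibitor control wells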
# SRC2 inh – inhibition of GAL4-SRC2 driven luciferase reporter, primary screen, SRC2 inhibitor project, cell-based, luminescence. Nuclear receptor coactivator 2 (Homo sapiens), Q15596. HEK293 GAL4-SRC2 luciferase reporter. 370,000 tested, 0.17% active. inhibition, % at 9 µM;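 active = inhibition above the mean inhibition of all tested compounds plus 3 SD, set per campaign, cut at about 52% in these data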;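 also: 0% = DMSO treated cells and 100% = cells given Gossypol at 36 µM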
# NR5A2 inv ag – LRH-1 (NR5A2) inverse agonists, primary screen, cell-based, luminescence, HEK293T, StAR-luciferase reporter; LRH-1 transfected, 24 h; inhibition, % at 3.6 µM; 360,000 tested, 0.13% active;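 active = inhibition above the mean inhibition of all tested compounds plus 3 SD, cut at about 73% in these data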;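 also: 0% = DMSO wells and 100% = reporter-only cells lacking LRH-1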
# TROY NFkB inh – inhibitors of TROY-driven NF-kB signaling, primary screen, Q293 LMP1-TROYcd cells, NF-kB luciferase, uHTS; Q293 LMP1-TROYcd NF-kB luciferase reporter, 4 h; inhibition, % at 10 µM; 360,000 tested, 0.98% active;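 active = compounds whose plate-normalised and pattern-corrected inhibition of the luciferase reporter signal at the single screening dose is 50% or more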
# NCOA1 inh – SRC1 coactivator transcriptional activity inhibitors, primary screen, cell-based, luminescence; Nuclear receptor coactivator 1 (Homo sapiens), Q15788; HEK293 GAL4-SRC1 luciferase reporter; inhibition, % at 3.6 µM; 360,000 tested, 0.12% active; AID 588354, 2011;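 active = inhibition above the campaign mean plus 3 SD, with each screening campaign given its own cutoff, cut at about 60% in these data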;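 also: 0% = DMSO treated cells and 100% = gossypol at 36 µM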
# TRAIL sens C8 – viability loss with TRAIL in NB7+C8 cells, primary screen, TRAIL sensitizer project, cell-based, ATPlite luminescence | AID 624354, 2012 | inhibition (viability loss, TRAIL sensitization), % at 10 µM | 360,000 tested, 1% active;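 active = compounds causing at least 50% loss of cell viability in the single-dose screen, relative to plate controls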
# NR2F2 inh – NR2F2 transcriptional activity inhibitors, primary screen, cell-based, luciferase reporter, HEK293T, luminescence. inhibition, % at 8.6 µM. AID 686940, 2013. COUP transcription factor 2 (Homo sapiens), P24468. HEK293T NGFI-A luciferase reporter. 370,000 tested, 0.7% active;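 active = inhibition above a per-plate cutoff, mean inhibition of test wells between control levels plus 3 SD, cut at about 38% in these data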;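 also: cells cotransfected with COUP-TFII expression vector driving the NGFI-A reporter; 0% = median of COUP-TF2 test wells and 100% = reporter-only cells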
# Target sequence (P24468 whole entry, looked up): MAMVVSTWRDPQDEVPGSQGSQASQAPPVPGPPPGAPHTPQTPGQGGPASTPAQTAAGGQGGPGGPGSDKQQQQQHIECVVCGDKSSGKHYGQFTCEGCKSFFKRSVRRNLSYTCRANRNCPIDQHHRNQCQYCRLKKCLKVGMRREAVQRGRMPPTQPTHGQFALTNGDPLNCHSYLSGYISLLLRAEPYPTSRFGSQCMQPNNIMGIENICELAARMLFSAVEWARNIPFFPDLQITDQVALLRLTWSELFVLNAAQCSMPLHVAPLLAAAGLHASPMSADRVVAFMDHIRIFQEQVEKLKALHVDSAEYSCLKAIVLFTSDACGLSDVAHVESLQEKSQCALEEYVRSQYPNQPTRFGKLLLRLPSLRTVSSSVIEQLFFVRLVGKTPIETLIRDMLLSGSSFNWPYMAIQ
# An asterisk follows results filed as active; nt = not tested or not shown. This is a subset; the hit share may differ from the screen's.
molecule	NCOA3 inh	Vif imaging	NOD2-RIPK2 inh	EBV LMP1 NFkB	TLR9-MyD88 inh	SRC2 inh	NR5A2 inv ag	TROY NFkB inh	NCOA1 inh	TRAIL sens C8	NR2F2 inh
O=C(NN=Cc1c(O)ccc2ccccc12)c1ccc2c(c1)OCO2	25	-20	2	74*	8	7	10	6	21	34	2
COC(=O)c1ccccc1C(=O)N(c1ccccc1)c1ccccc1	4	-4	-6	-1	8	-23	-5	1	8	-1	3
Cn1cccc1/C=N\NC(=O)Cc1ccc(Br)c2ccccc12	28	-5	-10	24	-4	-2	-10	33	18	31	23
Cc1ccc(OCCn2c(Br)nc3c2c(=O)n(C)c(=O)n3C)cc1	9	-9	-9	8	-15	-6	8	-12	1	-2	-9
COc1cccc2cc(-c3nc4ccccc4o3)c(=O)oc12	-69	6	2	-30	-3	-74	-48	4	-56	4	-12
Cc1nc(N2CCN(c3ccccn3)CC2)c2c(C)c(C(=O)Nc3ccc(Br)cc3C)sc2n1	-10	-7	-2	16	-8	15	-25	-9	-20	28	11
CCn1cc(C(=O)N[C@H](C(=O)NCCCn2ccnc2)C(C)C)c(=O)c2cc3c(cc21)OCO3	6	20	0	-1	-3	-42	2	-19	5	7	6
CCOC(=O)Cc1csc(NC(=O)c2ccc(S(=O)(=O)N3CCCCC3)cc2)n1	18	-23	-5	12	2	12	17	40	4	13	34
CCOC(=O)c1cnc(SCC(C)C)nc1N	-57	-1	0	-37	-10	-50	-127	-64	-132	-18	-57
Cc1cc(C)cc(NC(=O)CSc2cc(C(=O)c3nccn3C)c3ccccc3n2)c1	0	-9	5	1	-5	18	-1	13	-8	6	-14
COc1ccc(N=Cc2c(OC)ccc3ccccc23)cc1	18	5	1	-3	5	-7	-16	10	-16	-17	-11
Cc1ccc(SCC(=O)NNC(=O)c2ccccc2)c(C)c1	-10	-30	-2	-5	3	-22	1	22	-3	2	-9
O=C(NCCc1ccccc1)C1CC(=O)N(C2CCCC2)C1 (stereo not drawn)	-3	-2	5	-6	-5	3	-7	-6	-15	-3	-7
O=C(CN1C(=O)NC2(CCCC2)C1=O)Nc1nc(-c2ccc(F)c(F)c2)cs1	-2	-9	-7	0	5	-16	18	0	-5	8	-1
O=C1C2C3C=CC(C3)C2C(=O)N1CCC(=O)N1CCc2ccccc21 (stereo not drawn)	-15	-14	1	-17	-2	-9	-2	-59	1	-3	-7
CCCCC1C(C#N)=C(C)NC2=C1C(=O)CC(C)(C)C2 (stereo not drawn)	22	1	10	1	8	-8	15	7	-2	-1	-5
CC1(C)CC(=O)C(C=NCc2ccc3c(c2)OCO3)=C(O)C1	-5	3	-1	-3	-4	-10	-28	-7	-11	8	-14
CCC(C)NC(=S)NNC(=O)c1ccc(C(C)(C)C)cc1 (stereo not drawn)	17	4	-2	1	0	-8	-23	-18	-17	3	3
CCOCCN1CCN(C2c3ccccc3CSc3ccccc32)CC1 (stereo not drawn)	9	-19	14	10	3	9	6	-9	-2	-2	-1
O=C1c2ccccc2S(=O)(=O)N1Cc1cc(=O)n2ccsc2n1	-19	1	-8	-5	-2	-12	16	0	-2	-4	5

# Remaining list, next part:
molecule	NCOA3 inh	Vif imaging	NOD2-RIPK2 inh	EBV LMP1 NFkB	TLR9-MyD88 inh	SRC2 inh	NR5A2 inv ag	TROY NFkB inh	NCOA1 inh	TRAIL sens C8	NR2F2 inh
COc1ccc(NC(=O)COC(=O)C2CC2)cc1S(=O)(=O)N1CCCCC1	3	-2	-7	-7	5	25	-1	-11	-16	7	15
CCCC(=O)Nc1ccc(NC(=O)c2ccccn2)cn1	-73	-17	4	-8	-3	-22	-108	-23	-109	12	-31
O=C(Nc1cccc(-c2ccc(N3CCOCC3)nn2)c1)c1ccccc1	-101	-10	0	-18	4	-29	-120	-70	-63	37	-44
CCC(C)(C)n1nnnc1C(c1cc2cc(C)cc(C)c2[nH]c1=O)N1CCCC1 (stereo not drawn)	2	nt	12	18	0	-24	9	-4	-6	7	6
COC(=O)C1C(=O)C(C(=O)/C=C/c2ccccc2)C(=O)CC1(C)C (stereo not drawn)	20	7	9	-13	3	-3	12	-4	18	2	7
CC(C)NC(=O)[C@]1(C)CCC[C@@]2(C)C3CC[C@@]4(C)C[C@]3(CCC21)CC4=O (stereo partly drawn)	9	-2	-1	0	6	-4	-6	-1	0	-18	-11
CC(C)N1CCC(N2CCN(Cc3nc4ccccc4s3)CC2CCO)CC1 (stereo not drawn)	5	-4	6	-9	7	0	-12	-2	-12	5	-8
CCCCC[C@@H](C)N1C[C@@H](COCc2ccccc2)Oc2cc(N3CC[C@H](O)C3)ccc2S1(=O)=O	nt	nt	1	nt	nt	-21	-5	-4	nt	2	5
COc1ccc(C(C)=O)cc1Cn1c(C)c(C(=O)NCc2cccc(Cl)c2)sc1=O	3	2	3	nt	nt	-17	5	5	-10	-9	26
O=C(CNC(=O)c1cccc(Cl)c1)NCCCSc1ccccc1	-16	-2	-2	7	-5	-6	-2	-4	4	-5	9
Cc1cccc(Oc2cc(NC(=O)Cn3cnc([N+](=O)[O-])n3)cc([N+](=O)[O-])c2)c1	22	-2	-1	3	-2	3	-11	38	10	0	9
COc1ccc(CCNC(=O)CCNS(=O)(=O)c2cc(Br)cnc2N)cc1OC	21	-6	-3	13	-10	-2	6	-2	21	-10	-8
Cn1cccc1C(=O)OCC(=O)Nc1sccc1C#N	-101	-5	8	-8	-9	-32	-132	-35	-109	-18	-43
c1cnc(N2CCN(c3nc4ccccc4n4cnnc34)CC2)nc1	-17	-7	-18	6	-1	-10	6	-8	-29	-18	11
Cc1c(Cl)c(C(F)(F)F)nn1CC(=O)N1CCSCC1	-7	nt	-5	1	6	14	-2	8	5	3	-1
Cc1oc2cc([N+](=O)[O-])c(O)c([N+](=O)[O-])c2c1C(=O)c1ccc(Br)cc1	-5	-38	-1	-6	0	-13	2	40	-62	3	13
O=C(COc1ccccc1Br)Nc1ccc2c(c1)OCCCO2	-97	10	5	-34	-6	-78	-127	-28	-95	14	-50
CCOC(=O)N1CCC(NC(=O)CCc2ccccc2)CC1	8	-3	4	17	0	23	3	14	-7	-2	-11
Clc1nc(NCc2ccco2)nc(N2CCCCC2)n1	18	-1	6	6	-3	-22	-1	13	-5	3	-10
CS(=O)(=O)c1cccc(C(=O)OCC(=O)Nc2ccc3c(c2)OCO3)c1	19	16	-2	3	-6	16	-7	-2	-2	-9	19

# Remaining list, next part.
molecule	NCOA3 inh	Vif imaging	NOD2-RIPK2 inh	EBV LMP1 NFkB	TLR9-MyD88 inh	SRC2 inh	NR5A2 inv ag	TROY NFkB inh	NCOA1 inh	TRAIL sens C8	NR2F2 inh
O=[N+]([O-])c1ccccc1Oc1cnc2ccccc2n1	11	12	-18	-5	-2	-3	15	9	-1	-7	13
FC(F)(F)c1ccc(N2CCN(c3ncnc4c3nnn4Cc3ccccc3Cl)CC2)cc1	2	-24	0	21	-5	-12	2	3	3	5	-8
CCOC(=O)N(Cc1ccccc1)Cc1ccc(C(=O)N[C@@H](Cc2ccccc2)C(=O)O)cc1	9	-6	2	3	10	-12	-7	-17	2	-20	2
COc1ccccc1OCC(=O)NCCSCc1cccc(Cl)c1	21	-10	-10	-10	0	3	-7	-7	4	-1	-1
CC(CCc1ccccc1)NC(=S)NC(=O)c1ccco1 (stereo not drawn)	4	-6	5	-5	-5	7	1	-12	10	-11	21
CNc1nc(NCCOc2ccccc2)c2sccc2n1	-14	nt	-1	nt	nt	nt	-11	-16	0	-16	nt
COc1ccc(C(=O)NCC(=O)OCc2ccc(F)cc2Cl)cc1OC	4	9	-4	-3	-5	1	-6	-1	4	3	13
COC(=O)C1=C(C)N(C)C(=S)N(C)C1c1cccc(Br)c1 (stereo not drawn)	-3	-6	0	4	4	9	7	1	-8	-6	10
COc1cc(NC(=O)Nc2ccc(C)cc2)cc([N+](=O)[O-])c1	1	nt	-2	-1	-3	6	-36	-7	-12	4	-18
CCOc1ccc(C(C)NC(=O)c2ccccc2OCc2c(C)noc2C)cc1OCC (stereo not drawn)	19	-2	1	14	-3	4	24	11	-19	4	-26
Cc1ccc(CNC(=O)CCC(=O)Nc2nnc(C3CCCCC3)s2)cc1	0	5	1	6	-3	11	-12	-12	2	1	3
CC1(C)Cc2ccccc2-c2nnc(SCC(=O)N3CCc4ccccc43)n21	7	-6	-3	5	3	-2	38	6	-1	0	13
O=C(N/N=C/c1cccnc1)c1ccc2ccccc2c1O	-4	6	-4	-9	7	-97	-21	-26	-7	23	-24
COC(=O)Nc1ccc2c(c1)N(C(=O)CCCl)c1ccccc1S2	14	-5	4	-8	-1	nt	-1	13	10	-19	nt
CC(C(=O)O)C1SC(=O)NC1=O (stereo not drawn)	-5	17	1	-3	-10	11	-9	-2	0	-5	17
CNC(=O)NNC(=O)c1onc(-c2c(Cl)cccc2Cl)c1C(=O)OC	14	4	2	4	-6	-10	-4	7	-3	-10	-5
Cn1nc(C(F)(F)F)c(C(=O)Nc2ccc(F)cc2F)c1Cl	13	0	-1	-5	-2	-11	-13	-8	4	1	-7
Cc1ccc(OCCC(=O)OCC(=O)NC2CCCC(C)C2C)cc1 (stereo not drawn)	9	6	-9	-6	-4	3	-8	2	-11	-17	18
Cc1nn(CCCC(=O)NC(C)c2ccccc2)c(=O)c2nn(-c3ccccc3)c(C)c12 (stereo not drawn)	23	-6	-28	-4	1	-7	27	7	8	14	-18
O=C(c1ccccc1)c1cc[n+]([O-])cc1	-12	-1	1	7	-10	14	19	-13	7	2	-3

# Continuation:
molecule	NCOA3 inh	Vif imaging	NOD2-RIPK2 inh	EBV LMP1 NFkB	TLR9-MyD88 inh	SRC2 inh	NR5A2 inv ag	TROY NFkB inh	NCOA1 inh	TRAIL sens C8	NR2F2 inh
CC(/C=N/Nc1nncc(=O)[nH]1)=C\c1ccccc1	5	1	8	-8	1	-6	8	-14	-8	1	-4
O=c1[nH]cnc2c1ncn2[C@H]1CC[C@@H](CO)O1	6	-1	-3	-6	-7	-1	0	-2	-7	10	-21
COc1ccc(N2CCN(C(=O)c3ccc(NS(=O)(=O)c4cccs4)cc3)CC2)cc1	-18	-9	-1	0	8	-29	13	-12	-4	5	-4
O=C(Cc1ccccc1)Nc1nnc(-c2ccco2)o1	26	-5	-28	1	2	-22	4	2	-3	-10	-3
CCOc1ccc(-c2cc(C(=O)NCCCn3ccnc3)c3cc(Br)ccc3n2)cc1	4	61*	14	-9	4	-19	-14	-69	-6	46	-2
